# Screens (PubChem)
# GalR3 antagonist – GalR3 antagonists in HEK293 cells, primary screen, cell-based, fluorescence readout; Galanin receptor type 3 (Homo sapiens), O60755; 0.44% of 360,000 active; inhibition, % at 3 µM; HEK293 GalR3-CNG cAMP membrane potential fluorescence; galR3 body fused to GalR1 C-terminus;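 active = inhibition above the screen-wide average plus 3 SD, cut at about 13% in these data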;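 also: forskolin and galanin both at EC90 stimulate the cells; cAMP rise reported by CNG channel membrane potential dye signal; 0% = forskolin plus galanin with DMSO and 100% = forskolin alone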
# Target sequence (O60755 1-299 limits assumed): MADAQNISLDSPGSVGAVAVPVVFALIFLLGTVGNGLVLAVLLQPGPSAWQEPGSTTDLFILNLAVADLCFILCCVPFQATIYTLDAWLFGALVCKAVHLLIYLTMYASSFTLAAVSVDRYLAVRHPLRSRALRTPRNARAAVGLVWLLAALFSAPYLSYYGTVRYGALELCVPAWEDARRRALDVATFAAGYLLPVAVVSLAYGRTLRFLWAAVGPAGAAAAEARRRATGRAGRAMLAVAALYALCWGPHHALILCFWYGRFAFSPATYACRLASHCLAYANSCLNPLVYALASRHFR
# MEKK3 PB1 HTS – modulators of MEKK3-MEK5 PB1 binding, primary screen, biochemical, wildtype MEKK3, multiplex bead flow cytometry, Alexa488-MEK5; binding response (% of control), % at 10 µM; AID 1529, 2009; bead-based flow cytometry, Alexa488-MEK5 binding to MEKK3; actives lie on both sides; 0 = blocked by unlabeled MEK5, 100 = vehicle; Mitogen-activated protein kinase kinase kinase 3 (Homo sapiens), Q99759; 1.4% of 290,000 active;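 active = binding response more than 3 SD above or below the average of its plate-row segment, actives on both sides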;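 also: Alexa488 bead fluorescence after subtracting the streptavidin-only scavenger bead signal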
# M4 PAM – human M4 muscarinic receptor positive allosteric modulators, primary screen, CHO-K1 cells, Fluo-8 calcium fluorescence | activation, % at 3 µM | Muscarinic acetylcholine receptor M4 (Homo sapiens), P08173 | 0.4% of 360,000 active | CHO-K1 hM4/Gqi5, ACh EC20; 0% = ACh EC20, 100% = maximal ACh;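 active = activation above its plate's cutoff, the mean activation of sample wells plus 3 SD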; also: some results filed as inactive read as strong as hits
# Target sequence (P08173 whole entry, looked up): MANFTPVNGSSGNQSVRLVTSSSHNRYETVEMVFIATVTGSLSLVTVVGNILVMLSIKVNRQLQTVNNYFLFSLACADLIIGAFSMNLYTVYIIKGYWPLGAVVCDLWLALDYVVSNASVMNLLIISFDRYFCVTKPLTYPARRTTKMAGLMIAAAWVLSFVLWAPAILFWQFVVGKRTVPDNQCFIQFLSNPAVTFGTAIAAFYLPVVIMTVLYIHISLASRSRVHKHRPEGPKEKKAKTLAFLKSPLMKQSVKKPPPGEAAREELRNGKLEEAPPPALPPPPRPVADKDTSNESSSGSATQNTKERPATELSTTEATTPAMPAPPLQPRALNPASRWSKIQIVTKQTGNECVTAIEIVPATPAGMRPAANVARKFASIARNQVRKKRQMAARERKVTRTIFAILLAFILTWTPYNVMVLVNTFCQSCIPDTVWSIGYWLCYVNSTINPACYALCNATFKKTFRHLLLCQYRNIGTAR
# PHOSPHO1 inh – PubChem AID 1565 | recombinant PHOSPHO1, absorbance phosphatase assay | inhibition, % at 13.3 µM | 1.1% of 290,000 active; in the data active = inhibition above about 60%
# Target sequence (Q8TCT1 whole entry, looked up): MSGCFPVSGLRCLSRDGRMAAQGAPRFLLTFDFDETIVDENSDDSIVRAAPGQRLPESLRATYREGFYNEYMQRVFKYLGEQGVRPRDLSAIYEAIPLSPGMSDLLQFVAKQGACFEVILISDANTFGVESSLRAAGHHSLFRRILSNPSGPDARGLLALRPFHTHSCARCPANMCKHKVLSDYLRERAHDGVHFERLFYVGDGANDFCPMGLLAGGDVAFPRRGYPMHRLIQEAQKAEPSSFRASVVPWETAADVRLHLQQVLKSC
# CRFBP-R2 agonist – agonists of CRF-BP/CRF-R2 complex, primary screen, cell-based, HEK293, calcium dye fluorescence, uHTS. activation, % at 13.2 µM. AID 588473, 2011. calcium dye fluorescence (FLIPR); percent of saturating CRF peptide response. 0.46% of 350,000 active. CRF-binding protein / CRF receptor 2 complex (human);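 active = activation of at least 50%, plus an integration ratio under a set limit after plate pattern correction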;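 also: plate controls were neutral control wells without compound for no effect and CRF at EC100 for full effect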
# CRFR2-BP antag – antagonists of CRF-BP/CRF-R2 complex, primary screen, cell-based, HEK293, calcium dye fluorescence, uHTS; CRF-induced calcium fluorescence; AID 588475, 2011; 0.59% of 350,000 active; inhibition, % at 11.8 µM;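 active = inhibition of the ligand-induced calcium signal above about 50% at the single tested concentration, limit read from the data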
# pCIP destab – p/CIP-EGFP fusion destabilizers, primary screen, fluorescence, F442A cells; Q05BA5; 16 h; decrease of EGFP signal, % at 10 µM; 0.01% of 290,000 active;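 active = EGFP signal decrease of at least 30% at 10 µM or well 3 SD below plate mean, unless failing retest; inactive = the rest, including hits failing retest or dose response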; also: some compounds called inactive have numbers as strong as hits; many of its hits are not listed in these tables
# IDE act – human IDE activators in live cells, primary screen, fluorescence polarization, HEK cells, FAbeta-B substrate; Insulin-degrading enzyme (Homo sapiens), P14735; AID 493087, 2011; FAbeta-B cleavage; 0% vehicle, 100% cell-free pure enzyme wells; activation, % at 5.96 µM; 0.073% of 340,000 active;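 active = activation above the mean of all tested compounds plus 3 SD, set per screening campaign, cut at about 17% in these data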
# IDE inh – human IDE inhibitors in live cells, primary screen, fluorescence polarization, HEK cells, FAbetaB substrate; FAbetaB cleavage; AID 434962, 2010; Insulin-degrading enzyme (Homo sapiens), P14735; 0.41% of 320,000 active; inhibition, % at 5.59 µM;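 active = percent inhibition above the average of all tested compounds plus 3 SD, set per screening campaign, cut at about 16% in these data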;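 also: IDE supplied by intact live HEK cells; FP after avidin binding of uncleaved biotin substrate so inhibition keeps polarization high; 0% = DMSO wells and 100% = 60 µM reference IDE inhibitor Ii1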
# * = called active by the depositor; x = no result given; & = joins results of further samples.
SMILES,GalR3 antagonist,MEKK3 PB1 HTS,M4 PAM,PHOSPHO1 inh,CRFBP-R2 agonist,CRFR2-BP antag,pCIP destab,IDE act,IDE inh
CN(CC(=O)Nc1ccc(Cl)cc1)C(=O)CCc1ccccc1,-10,103,-2,16,-0.3,-9,13,6,2
O=C1CCCN1CC(O)CS(=O)(=O)Cc1ccc(Cl)c(Cl)c1 (stereo unspecified),-3,98,5,7,-1.2,2,-7,1,2
c1cncc(-c2ccc3ncnc(NCc4cccs4)c3c2)c1,-7,x,5,x,0.1,0,x,1,-2
O=C1C(Cl)=C(Nc2ccccc2)C(=O)c2ccccc21,2,98,-7,-9,-1.9,83*,-16,3,3
CC1CCN(CC(=O)N2CCCc3c2c(=O)oc2ccc(OCc4ccccc4)cc32)CC1,7,104,-4,-9,1.4,0,4,6,8
CSc1nc2ccccc2cc1/C=C(\C#N)c1cccc(Cl)c1,-2,93,-2,2,1.2,6,-3,2,-1
Cc1cccc(C(=O)NCC(c2ccco2)N(C)C)c1 (stereo unspecified),-2,89,-6,27,-0.3,-26,-4,3,3
CCOC(=O)c1c(NC(=O)Cn2cnc([N+](=O)[O-])n2)sc2c1CCC(C)C2 (stereo unspecified),-1,106,2,-9,1.2,3,1,4,-1
CCOc1ccc(CCNC(=O)c2nn(C)c3c2CS(=O)(=O)c2ccccc2-3)cc1,-3,104,-8,30,1.0,-13,-8,-7,2
CCOc1nc(C)ccc1-c1noc(C)n1,-4,99,8,-2,-0.2,8,-5,3,-1
Cc1onc(-c2c(F)cccc2Cl)c1C(=O)NCc1ccco1,-1,99,6,11,-1.1,28,-4,0,5
COc1ccc(NC(=O)CN(C)S(=O)(=O)c2ccc3[nH]c(=O)oc3c2)cc1,-7,92,1,63*,3.0,-13,-5,-6,6
O=C(Nc1ccc(F)cc1Cl)c1ccc2c(=O)n3c(nc2c1)CCCCC3,-2,101,-2,50,-2.1,6,3,1,-1
Cc1ccccc1C1c2[nH]c3ccccc3c2C[C@H]2C(=O)N(c3ccccc3C(=O)NCCN3CCOCC3)C(=O)N12 (stereo partly specified),-6,103,-6,-2,2.7,-8,-7,0,2
CCn1cc(Cl)c(C(=O)Nc2cccc(C(F)(F)F)c2)n1,-5,106,-1,0,-0.1,-2,1,3,-1
CCCCCC(=O)N1CCN(CCN=CC2=C(O)CC(c3ccc(OC)c(OC)c3)CC2=O)CC1 (stereo unspecified),-6&-1,96,3&5,-25,-2.0&-1.5,-3&2,1,-3&3,1
Cc1cc(OC(=O)c2ccco2)c2c(C)cc(=O)oc2c1,-7,102,13,5,-0.3,5,-5,7,-2
Cc1ccc(C(=O)c2ccc(C(F)(F)F)cc2)cc1,x,103,x,9,x,x,-4,x,-10
COc1ccc(NC(=O)CC2C(=O)N(Cc3cccs3)C(=S)N2C(C)C)cc1 (stereo unspecified),3,100,-5,8,6.8,-6,-10,3,-2
O/N=C(/CCc1ccccc1)C1(O)CCCCC1,-6,98,5,-9,0.0,6,-3,5,3
Cc1ccc(F)cc1NC(=O)C1C2CCC(O2)C1C(=O)O (stereo unspecified),-4,99,6,x,-1.2,8,-20,-4,0
CCCNC(=O)c1cccc(Cn2nc(C)c(Br)c2C)c1,1,103,-4,6,0.2,0,-14,4,9
CCN(CC)S(=O)(=O)c1ccc2c(c1)nc(-c1ccccn1)n2C,-9,101,0,6,-1.8,-1,-7,6,2
C=CCc1c(OC(C)=O)c2ccccc2n(C)c1=O,-2,147*,16,6,-2.1,-11,-2,-7,1
NS(=O)(=O)c1ccc(CNC(=O)CCCSc2ccccc2)cc1,-8,105,-5,22,0.2,-4,0,4,-1
CC1CN(S(=O)(=O)c2cccc(C(=O)N3CCC(C(N)=O)CC3)c2)CC(C)O1 (stereo unspecified),-7,x,0,x,-0.2,6,x,2,3
CCOC(=O)c1cc2sccc2n1CC(=O)OC(C)C,-2,106,15,-6,0.6,5,5,3,1
O=C(CSc1nc(=O)n(CCCN2CCOCC2)c2c1CCCC2)Nc1ccc(F)cc1,0,x,-3,x,-0.5,-1,x,0,2
Cc1cc(C)nc(SCC(=O)O)n1,-4,88,-5,-3,-0.3,-1,1,6,1
N#Cc1ccc(OCC(=O)NNC(=O)C2CCCCC2)cc1,-6,x,7,x,-0.8,4,x,3,-2
CC(C)(C)C(CN1CCCC1)OC(=O)c1ccccc1 (stereo unspecified),-9,104,1,36,-0.3,5,-6,5,1
CC(C)(C)OC(=O)N1CCc2onc(-c3ccc(N)cc3)c2C1=O,-2,x,-1,x,-0.9,36,x,x,x
Cc1cc(/C=N/N2CCN(C)CC2)c(C)n1-c1ccc(Cl)cc1,-1,95,6,15,1.4,-3,-9,5,8
Cc1ccc(S(=O)(=O)N2[C@@H](c3ccc(Br)cc3)C(C(=O)O)=CC[C@H]2c2ccc(Cl)cc2)cc1,-8,x,0,x,7.0,28,x,0,9
CC(=O)c1nnn(-c2ccc(Cl)cc2C#N)c1C,-1,91,10,6,-0.6,-11,3,5,6
CC(=O)c1ccc(OCc2cc(C(=O)NCCn3nc(C)cc3C)no2)cc1,-2,107,-1,13,1.6,0,-10,1,6
CCN(Cc1ccccc1)C(=O)COc1cc(=O)n(CC)c2ccccc12,-3,82,-1,0,0.0,-6,0,3,2
Cc1cccc(-n2c(-c3ccncc3)n[nH]c2=S)c1C,-2,100,6,-20,-0.2,-6,-2,-2,3
COC(=O)[C@@]12CCCCN1[C@H](c1ccc(-c3ccc(F)cc3)cc1)[C@H]1C(=O)N(C)C(=O)[C@H]12,-4,x,7,x,2.3,-4,x,-2,1
CC(C)(C)C(=O)NC(=S)Nc1ccc(Cc2ccncc2)cc1,-10,103,-9,19,0.3,4,3,3,1

# One compound at a time, as listed above:
# Listed for COC(=O)[C@@]12CCCCN1[C@H](c1ccc(-c3ccc(F)cc3)cc1)[C@H]1C(=O)N(C)C(=O)[C@H]12 = GalR3 antagonist = -4; MEKK3 PB1 HTS = x; M4 PAM = 7; PHOSPHO1 inh = x; CRFBP-R2 agonist = 2.3; CRFR2-BP antag = -4; pCIP destab = x; IDE act = -2; IDE inh = 1
# Listed for Cc1cccc(-n2c(-c3ccncc3)n[nH]c2=S)c1C = GalR3 antagonist = -2; MEKK3 PB1 HTS = 100; M4 PAM = 6; PHOSPHO1 inh = -20; CRFBP-R2 agonist = -0.2; CRFR2-BP antag = -6; pCIP destab = -2; IDE act = -2; IDE inh = 3

# Continued.
SMILES,GalR3 antagonist,MEKK3 PB1 HTS,M4 PAM,PHOSPHO1 inh,CRFBP-R2 agonist,CRFR2-BP antag,pCIP destab,IDE act,IDE inh
CCN(CC)S(=O)(=O)c1ccc2c(c1)nc(SCC(=O)N1CCCCCC1)n2-c1ccc(OC)cc1,0,103,-17,5,1.7,-15,-8,6,6
O=C(O)c1cccc(CSc2ncccn2)c1,-9,91,-4,-2,-0.4,3,7,5,-3
CCOC(=O)c1ccc(N2C(=O)CC(Nc3ccc(CCO)cc3)C2=O)cc1 (stereo unspecified),2,100,11,-5,0.2,-2,-13,-1,-4
Cc1cc(N2CCN(c3nc(-c4ccccc4)cs3)CC2)c2ccccc2n1,0,94,-4,37,0.1,-16,-2,-6,0
CCCCN(C(=O)c1ccc([N+](=O)[O-])o1)c1c(N)n(CC(C)C)c(=O)[nH]c1=O,4,x,5,x,x,x,x,7,-2
COc1ccc(/C(N)=N/OC(=O)c2ccc(C)c([N+](=O)[O-])c2)cc1OC,-3,100,2,2,-0.9,-3,-6,0,4
Cc1ccc(S(=O)(=O)N(C)C)cc1NC(=S)NCCCn1ccnc1,-9,99,1,12,-0.5,0,3,2,1
CCOc1ccc(C(=O)Nc2ccc(NC(=O)c3cccs3)cc2)cc1[N+](=O)[O-],6,99,-1,6,-0.9,17,1,-2,3
CCOC(=O)CSc1nnc(-c2ccco2)n1C,-2,105,22,-20,-2.9,13,9,0,0
O=C(CN1CCN(c2ccccn2)CC1)Nc1nc2ccccc2s1,-6,102,-3,3,-2.8,4,-7,7,-1
O=C(CCS(=O)(=O)c1ccccc1)Nc1ccc(-c2nc3ccccc3s2)cc1,-8,103,-4,-9,5.6,1,2,1,3
CCOC(=O)c1ccc(NC(=O)c2nc[nH]c2C(=O)NCCCNC(=O)c2[nH]cnc2C(=O)Nc2ccc(C(=O)OCC)cc2)cc1,-2,x,4,x,1.3,-8,x,2,2
Cc1nnc(SCc2ccon2)n1-c1ccccc1,-5,100,7,2,-0.3,2,3,-1,4
COc1ccc(OC)c(CNC(=O)C2CCCN(S(=O)(=O)N3CC(C)CC(C)C3)C2)c1 (stereo unspecified),-7,100,-3,24,-2.0,-8,0,6,-3
O=[N+]([O-])c1ccc(OCCOCCOc2ccc([N+](=O)[O-])cc2)cc1,6,77,4,10,0.3,30,1,5,0
Cc1noc(C)c1S(=O)(=O)N1CCCC(C(=O)NCCc2ccccc2)C1 (stereo unspecified),-2,101,6,16,0.3,11,13,4,6
CN(C)S(=O)(=O)c1cccc(NC(=O)COc2ccc3ccccc3c2)c1,-7,x,-8,x,-1.2,4,x,-3,0
COC(=O)C1=CN(C2CCCCC2)C=C(C(=O)OC)C1c1ccc2c(c1)OCO2,-3,101,-4,49,0.0,7,2,1,-2
CC(=O)c1ccc(NC(=O)CC2S/C(=N/N=C3CCCCCC3)NC2=O)cc1 (stereo unspecified),-2,102,2,x,0.3,0,-6,-5,x
C=C(C)COc1ccc(-c2nc(N)ncc2Oc2ccccc2OC)c(O)c1,-2,109,-5,12,3.0,-3,-9,7,0
CN(C)C(=O)C1OC(C)(C)OC1C(=O)N(C)C (stereo unspecified),-6,107,-5,-3,-0.8,13,3,2,-3
CC(C)CNC(=O)C1CCN(c2ccc(S(=O)(=O)N3CCOCC3)cc2Cl)CC1,-7,107,-4,3,0.8,21,0,7,0
O=Cc1ccc2noc(-c3ccc(Cl)cc3)c2c1,-6,102,10,51,0.9,-22,-7,-1,8
Cc1ccccc1N1C(=O)C2CCCN2C1=S (stereo unspecified),4,x,-2,x,-0.3,-14,x,2,-1
CC(C)C(NC(=O)c1ccccc1F)C(=O)NCCc1ccccn1 (stereo unspecified),-6,102,0,24,1.0,4,-8,3,4
CC1CCCC(C)N1C(=O)COC(=O)c1ccc(S(=O)(=O)N(C)c2ccccc2)cc1 (stereo unspecified),-5,x,-7,x,3.1,-12,x,4,1
Cc1cccc2nc(CSc3nnc4ccccn34)cn12,-4,95,3,1,1.4,-14,4,6,5
COC(=O)CCN(C(=O)c1ccc(C)c([N+](=O)[O-])c1)c1ccccn1,0,91,13,29,-2.8,1,-10,-3,2
Cc1cccc(NC(=O)c2cc(=O)n(Cc3ccccc3)c(=O)[nH]2)c1,-8,94,-9,4,0.0,-14,4,3,1
C/C(=N/NC(=O)CN1CCN(Cc2ccccc2Cl)CC1)c1cccnc1,-4,104,-4,-8,-0.4,-3,4,-7,23*
CC(C)n1c(SCc2ccccc2F)nc2c1c(=O)n(C)c(=O)n2C,-2,100,-2,-9,-1.1,16,-5,-3,5
